# BRCT inh red = qHTS Assay for Inhibitors of BRCT-Phosphoprotein Interaction (Red Fluorophore) | AID 892, 2007 | 75,000 compounds, 0.03% hits | Breast cancer type 1 susceptibility protein (Homo sapiens), P38398 | Potency, µM (series often up to 76.9 µM), for inactives: at the highest dose activity change, negative = inhibition, usual class: inhibitors | BRCT-phosphopeptide binding, red fluorescence polarization; also: % is scaled to controls: 0 for no effect and ±100 for the full control effect
#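 Rhodamine-labelled pBACH1 10-mer (100 nM) bound to BRCT domain (100 nM) at pH 7.3; compounds incubated 12 min room temperature, polarization read. Free peptide defines full inhibition; unlabelled decapeptide titrated as control.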
# Casp7 inh = qHTS Assay for Allosteric/Competitive Inhibitors of Caspase-7; recombinant caspase-7, Ac-DEVD-AFC fluorescence rate; 75,000 compounds, 0.02% hits; Potency, µM (highest dose often 57.5 µM), for the others: at the top dose activity change, negative = inhibition, most hits filed as inhibitors; active = well fitted inhibition curve with a large enough effect in the main read-out, with a control signal flat, not every such curve was filed as active; inconclusive = small, poorly fitted or top-dose-only effect, or a change in a side signal; also: potency is read from the fitted curve at half-maximal effect; % of control where 0% means no effect
# Fluorescein autfl = qHTS Assay for Spectroscopic Profiling in Fluorescein Spectral Region. Compound autofluorescence, 480/540 nm, fluorescein-equivalent; active compounds read high. max fluorescein-equivalent concentration, M. 59,000 compounds, 0.91% hits; in the data active = max fluorescein-equivalent concentration above about 10 nM; inconclusive = between about 1.1 nM and that limit
#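 Each compound is tested across a concentration series in 100 mM Tris buffer at pH 8.0. After 15 min at room temperature, plates are imaged with 480 nm excitation and 540 nm emission filters, and intensities are converted to fluorescein-equivalent values.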
# Rhodamine fluor = qHTS Assay for Spectroscopic Profiling in Rhodamine Spectral Region; Rhodamine-region fluorescence, 547/598 nm, Tris buffer; active compounds read high; max dye-equivalent concentration, M; 59,000 compounds, 0.05% hits; AID 594, 2007; in the data active = max dye-equivalent concentration above about 11 nM; inconclusive = between about 1.1 nM and that limit
#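 Compound fluorescence in 100 mM Tris, pH 8.0, read after 15 min at room temperature with 547 nm excitation and 598 nm emission. Output is dye-equivalent concentration from an on-plate rhodamine standard series.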
# BRCT PPI green = qHTS Assay for Inhibitors of BRCT-Phosphoprotein Interaction (Green Fluorophore). BRCA1 BRCT-phosphopeptide binding, green fluorescence polarization. 75,000 compounds, 0.05% hits. Breast cancer type 1 susceptibility protein (Homo sapiens), P38398. Potency, µM (highest dose often 76.9 µM), inactives show at the highest dose activity change, negative = inhibition, actives largely listed as inhibitors. AID 875, 2007;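 also: potency is read from the fitted curve at half-maximal effect; plate controls were peptide without protein for full effect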
#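 Compounds were incubated for 12 min at room temperature with a complex of 100 nM fluorescein-tagged pBACH1 decapeptide and 250 nM His-tagged BRCT protein. Buffer was phosphate pH 7.3 with EDTA, DTT and Tween 20. Disruption of binding lowers the polarization signal.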
# Caspase-1 inhib = qHTS Assay for Allosteric/Competitive Inhibitors of Caspase-1; Potency, µM (highest dose often 57.5 µM), for the others: top-dose activity change, negative = inhibition, most hits filed as inhibitors; AID 900, 2007; 75,000 compounds, 0.03% hits; Caspase-1 enzyme, Ac-WEHD-AFC fluorogenic rate; P29466;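 also: potency is read from the fitted curve at half-maximal effect; plate controls were vehicle for no effect and no substrate for full effect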
# Texas Red fluor = qHTS Assay for Spectroscopic Profiling in Texas Red Spectral Region; Compound fluorescence, Texas Red channel, 547/618 nm; active compounds read high; max dye-equivalent concentration, M; 59,000 compounds, 0.06% hits; in the data active = max dye-equivalent concentration above about 10 nM; inconclusive = between about 1.1 nM and that limit
#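 Spectral interference profiling: each compound concentration's relative fluorescence, read with a 547 nm excitation and 618 nm emission filter pair, was normalized to a per-plate Texas Red standard curve.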
# HEK293 cAMP ctrl = qHTS Assay for Agonists of the Thyroid Stimulating Hormone Receptor: Activators of Intracellular cAMP Concentrations in Parental HEK 293. parental HEK293 CNG cAMP sensor, membrane potential fluorescence. Potency, µM (titrated, usually from 57.1 µM), without a hit: at the highest dose activation, usual class: activators. 73,000 compounds, 2.5% hits. AID 938, 2007; also: potency is read from the fitted curve at half-maximal effect; % of control where 0% means no effect; nearly all actives have a fitted effect of over 55% in size
#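 Counterscreen for endogenous-receptor signalling: CNG-channel HEK 293 cells report cAMP rise by membrane depolarization. After 60 min dye equilibration with 100 uM RO 20-1724, compounds incubated 30 min before bottom-read fluorescence at 590 nm.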
# A350 fluor = qHTS Assay for Spectroscopic Profiling in A350 Spectral Region; Compound autofluorescence, 340/450 nm, Alexa 350 dye-equivalents; active compounds read high; max dye-equivalent concentration, M; 59,000 compounds, 11% hits; AID 590, 2007; in the data active = max dye-equivalent concentration above about 10 nM; inconclusive = mostly about 1.1 nM to 9.6 nM
# USP2a inhib = qHTS Assay for Inhibitors of Ubiquitin-specific Protease USP2a | USP2a enzymatic assay, qHTS inhibition | 60,000 compounds, 0.1% hits | Potency, µM (titrated, usually from 38.3 µM), for the others: at the highest dose activity change, negative = inhibition, actives largely listed as inhibitors | AID 927, 2007 | Ubiquitin carboxyl-terminal hydrolase 2 (Homo sapiens), O75604;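 also: potency is read from the fitted curve at half-maximal effect; nearly all actives have a fitted effect of over 60% in size; plate controls were DMSO for no effect and NEM full inhibition control for full effect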
#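 USP2 core (20nM final) preincubated 30 min RT with compound, then Ub-PLA2 20nM and NBD C6-HPC 20uM final added; buffer 20mM Tris-HCl pH 8.0, 2mM CaCl2. Fluorescence Ex 460/Em 535 read at 0 and 2.5 h; normalized to NEM.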
# 4MU fluor = qHTS Assay for Spectroscopic Profiling in 4-MU Spectral Region; max dye-equivalent concentration, M; AID 589, 2007; 59,000 compounds, 11% hits; compound autofluorescence, 340/450 nm, 4-MU equivalents; active compounds read high; in the data active = max dye-equivalent concentration above about 10 nM; inconclusive = mostly about 1.1 nM to 9.6 nM
#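 Compounds in 100 mM Tris, pH 8.0, incubated 15 min at room temperature, then fluorescence read at 340 nm excitation/450 nm emission. Signal converted to 4-MU dye-equivalent concentration using an on-plate six-point 4-MU standard curve.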
# An asterisk follows results filed as active; i = inactive; ? = inconclusive; . = not tested or not shown; [ ] = dose if it differs, or a comment. Unless noted, calls follow the shape of the dose curve; as a rule, active = well fitted curve in the direction sought with a large enough effect; inconclusive = small, poorly fitted or top-dose-only effect, or another doubt; inactive = no such curve, though single readings can be large; an effect the other way counts as inactive or inconclusive. Only part of the results is shown. The share of hits here may be higher or lower than overall.
SMILES,BRCT inh red,Casp7 inh,Fluorescein autfl,Rhodamine fluor,BRCT PPI green,Caspase-1 inhib,Texas Red fluor,HEK293 cAMP ctrl,A350 fluor,USP2a inhib,4MU fluor
CN1CC(=O)NC1=NC(=O)c1ccc(Cl)c(S(=O)(=O)N2CCCCCC2)c1,0.7%,-7%,?,i,-0.3%,-5%,i,9%,i,29%,i
COc1ccccc1OCCNC(=O)c1ccc(S(=O)(=O)N(C)C)cc1,-2.2%,-1%,.,.,-1.4%,2%,.,-8%,.,.,.
COc1c(Br)cc(Br)cc1C(=O)O,1.4%,7%,i,i,0.3%,5%,?,6%,i,-5%,i
CNS(=O)(=O)c1cccc(C(=O)OCc2cc(Cl)cc3c2OCOC3)c1,-1.2%,-3%,?,i,1.0%,-2%,i,20%,i,26%,i
c1cc2[nH]snc2c2nc(C3CC3)nc12,-8.5%,3%,?,i,-7.0%,1%,?,?,1.6e-08M*,17%,1.6e-08M*
O=C(O)COc1ccc2c(c1)CCCC2,0.6%,1%,.,.,-0.4%,-4%,.,12%[11.4 µM],.,0%[7.66 µM],.
O=C(CCN1C(=O)C2C3C=CC(C3)C2C1=O)Nc1c(F)cccc1F (stereo unspecified),0.7%,-1%,i,i,-1.1%,1%,i,9%,i,-8%,i
COc1ccc(C(=O)/C=C(\N)C(F)(F)F)c(O)c1,-0.3%,-3%,.,.,0.4%,-3%,.,1%,.,0%,.
CCCc1cc(=O)[nH]c(SCC(=O)N2CCC(C(=O)OCC)CC2)n1,-1.9%,-1%,?,i,-2.0%,-2%,i,-4%,i,0%,i
O=c1c(-c2ccc3c(c2)OCCO3)coc2cc(O)cc(O)c12,1.7%,-5%,?,i,-1.5%,-3%,i,?,i,23%,i
COC(=O)[C@@H](N)Cc1ccc(O)c(O)c1,-2.5%,2%,?,i,-2.6%,-2%,i,-5%,i,1%,i
CCOC(=O)N1CCN(S(=O)(=O)c2ccc(Br)s2)CC1,0.3%,-1%,i,i,1.9%,1%,i,12%,i,2%,i
O=C(CSc1nnc2sc3ccccc3n12)NCc1ccco1,-1.2%,1%,i,i,-0.1%,1%,i,3%,i,0%,i
CCOc1ccccc1NC(=O)c1ccccc1-c1nc(-c2ccccc2OC)no1,0.9%,-4%,i,i,3.9%,-2%,?,20µM*,i,23%,i
COc1ccc(C(=O)C(CO)Oc2ccccc2OC)cc1OC (stereo unspecified),-0.9%,1%,i,i,0.5%,1%,i,14%,i,3%,i
COc1cccc(C2CC(c3ccc(C)cc3)Nc3nc(N)nn32)c1 (stereo unspecified),-0.9%,-3%,.,.,-1.0%,1%,.,?,.,.,.
COc1ccc(S(=O)(=O)NC(CC(=O)NCCc2ccc(OC)c(OC)c2)c2ccco2)cc1 (stereo unspecified),0.4%,-1%,i,i,-5.7%,3%,?,3%,i,10%,i
Nc1c(C(=O)N2CCOCC2)sc(=S)n1-c1ccccc1,-1.1%,0%,i,i,-1.5%,1%,i,0%,i,1%,i
CCC/C(O)=C1\C(=O)CC(C)(C)CC1=Nc1ccc(OC)cc1OC,-0.6%,0%,i,i,-1.5%,-1%,i,?,i,-20%,i
COC(=O)CSc1nnc(C)c(=O)[nH]1,.,.,i,i,.,.,i,.,i,.,i
O=C(O)CSc1ccc2ccccc2n1,-0.3%,0%,i,i,-2.6%,-1%,i,19%,i,-4%,i
CCc1ccccc1-n1c(SCC(=O)NC)nnc1-c1cccnc1,-0.2%,-1%,i,i,-1.0%,-3%,i,2%,i,-4%,i
Nc1nc(/C(=C/CC(=O)O)C(=O)NC2C(=O)N3C(C(=O)O)=CCSC23)cs1 (stereo unspecified),0.5%,0%,.,.,-1.9%[3.08 µM],2%,.,.,.,-26%,.
O=C(C1CCN(S(=O)(=O)c2cccs2)CC1)N1CCCCCC1,-0.1%,0%,i,i,-2.9%,0%,i,7%,i,-1%,i
Cc1ccc(S(=O)(=O)Nc2nsc(N)n2)cc1,-1.6%,0%,i,i,0.3%,2%,i,-12%,i,-1%,i
Cc1ccc2c(c1)[nH]c1c(=O)n(Cc3ccccn3)cnc12,0.2%,1%,i,i,-0.9%,-2%,i,2%,?,8%,?
O=C(CN1C(=O)C2C3C=CC(C3)C2C1=O)NCCc1ccccc1Cl (stereo unspecified),-1.0%,2%,i,i,-0.1%,-1%,i,5%,i,-1%,i
Nc1ccccc1CCCC(=O)O,-2.4%[15.4 µM],1%[11.5 µM],i,i,2.5%[15.4 µM],-2%[11.5 µM],i,-1%[11.4 µM],i,.,i
COc1cc(C2C3C(=O)N(c4ccc(F)cc4)C(=O)C3ON2c2ccccc2)ccc1O (stereo unspecified),.,.,i,i,.,.,i,.,i,.,i
COc1ccc(CCn2c(C)cc3c(c2=O)C(c2ccc4c(c2)OCO4)C(C#N)=C(N)O3)cc1OC (stereo unspecified),.,.,?,i,.,.,i,.,3.4e-08M*,.,2.8e-08M*
Cc1c(NC(=O)C2CCCN2S(=O)(=O)c2ccccc2)c(=O)n(-c2ccccc2)n1C (stereo unspecified),0.1%,-1%,.,.,-3.4%,-1%,.,-4%,.,2%,.
NC(=O)c1ccc(-n2nnnc2Oc2ccccc2)cc1,0.0%,1%,i,i,0.5%,-1%,?,-6%,i,7%,i
CN1CCC(N(C)C(=O)COc2ccccc2-c2ccccc2)CC1,-1.2%,1%,?,i,-1.9%,-1%,i,8%,i,9%,i
Nc1ccc(O)c([N+](=O)[O-])c1,-0.2%,-2%,.,.,-2.2%,-3%,.,36%,.,.,.
O=C(NCC(c1cccnc1)N1CCN(c2ccccc2)CC1)c1ccc2c(c1)OCO2 (stereo unspecified),0.5%,2%,i,i,0.5%,-1%,i,-96%[inhibitor],i,17%,i
Cc1ccc(C(NC(=O)N2CCOCC2)=C(Cl)Cl)cc1F,0.3%,-1%,?,i,-2.6%,1%,i,?,i,-28%,i
Cc1ccccc1Nc1nc(CSc2nnc(-c3ccoc3C)n2C)cs1,-2.5%,-23%,i,i,1.5%,-5%,i,26%,i,17%,i
O=S(=O)(c1ccc(N2CCN(S(=O)(=O)c3ccc4c(c3)OCCO4)CC2)nc1)N1CCCC1,-1.1%,-1%,i,i,-0.9%,-5%,i,-16%,i,29%,i
COc1ccccc1-c1cn[nH]c(=S)n1,0.4%,1%,i,i,-0.2%,-2%,i,0%,i,-3%,i
CCOc1ccc(NC(=O)CSc2nc3c(c(=O)n2C)SC(C)C3)cc1 (stereo unspecified),-0.9%,2%,.,.,-2.2%,3%,.,21%,.,.,.
COC(=O)NC(c1ccc(F)cc1)C(C(C)=O)C(=O)OC (stereo unspecified),0.2%[15.4 µM],2%[11.5 µM],.,.,0.3%[15.4 µM],0%[11.5 µM],.,8%[11.4 µM],.,.,.
Clc1ccccc1-c1ccc2ncnc(NCc3cccnc3)c2c1,0.8%,-5%,i,i,0.4%,-5%,i,?,i,151%[activator],i
Cc1ccccc1C(=O)N1CCN(c2ccc(NC(=O)c3ccco3)cc2Cl)CC1,-0.8%,-1%,?,i,0.1%,-1%,i,-2%,i,31%[activator],i
CO[C@H]1COC(=O)[C@H](C)NC(=O)[C@@H](C)COC(=O)C/C=C\[C@@H]1C,1.2%[15.4 µM],-1%[11.5 µM],.,.,-0.2%[15.4 µM],-2%[11.5 µM],.,8%[11.4 µM],.,.,.
O=C(NCCN1CCOCC1)c1cc(-c2ccc(Br)cc2)on1,1.6%,0%,?,i,-0.7%,0%,i,26%,i,-6%,i
CC1(C)[N+]([O-])=C2C(=[N+]([O-])C1(C)C)c1ccccc1/C2=N\O,-0.1%,-2%,i,i,-3.8%,-2%,i,5%,?,0%,i
COc1cc(C(=O)N2CCC(C(=O)Nc3cccc(C(C)=O)c3)CC2)cc(OC)c1OC,-2.0%,2%,.,.,0.6%,0%,.,?,.,6%,.
O=C(NCCCn1ccnc1)NC(C(F)(F)F)C(F)(F)F,0.8%,0%,?,i,-1.0%,0%,i,9%,i,-3%,i

# Arranged by number of heavy atoms (rising): some entries from above.
SMILES,BRCT inh red,Casp7 inh,Fluorescein autfl,Rhodamine fluor,BRCT PPI green,Caspase-1 inhib,Texas Red fluor,HEK293 cAMP ctrl,A350 fluor,USP2a inhib,4MU fluor
COc1ccccc1-c1cn[nH]c(=S)n1,0.4%,1%,i,i,-0.2%,-2%,i,0%,i,-3%,i
O=C(NCCCn1ccnc1)NC(C(F)(F)F)C(F)(F)F,0.8%,0%,?,i,-1.0%,0%,i,9%,i,-3%,i
COc1cc(C(=O)N2CCC(C(=O)Nc3cccc(C(C)=O)c3)CC2)cc(OC)c1OC,-2.0%,2%,.,.,0.6%,0%,.,?,.,6%,.

# Bioassay records as filed in PubChem BioAssay.
